# From PubChem BioAssay
# Mito fusion act: blocks mitochondrial division or promotes mitochondrial fusion; actives 0.23% (n = 320,000); S. cerevisiae fusion-defective mutant growth rescue, CellTiterGlo 48 h; Potency, µM (series often up to 46.1 µM), inactives show top-dose growth rescue (activation), usual class: activators; AID 485298;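 note: potency is the fitted concentration of half-maximal effect; % of control where 0% means no effect; nearly all actives have a fitted effect of over 45% in size; temperature-sensitive fusion mutants such as fzo1-1 at 37 °C on non-fermentable ethanol glycerol medium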
#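 Growth-rescue viability read-out: after 48 h at the non-permissive 37C in glycerol/ethanol YPEG, yeast mitochondrial fusion mutants are measured by CellTiterGlo luminescence; compounds (23 nl pinned per well) restoring growth score as division inhibitors or fusion activators.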
# TSHR antagonist: antagonists of human thyroid stimulating hormone receptor; P16473; AID 504810; actives 0.2% (n = 330,000); activity change, negative = inhibition, % at 11.5 µM; TSHR-expressing cells, TSH-stimulated cAMP HTRF, 2 h; hits give low values;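 active = activity change below a set negative limit, meaning inhibition stronger than a set level, cut at about -70% in these data; inconclusive = activity change between two set negative limits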; note: % is set by controls: 0 for no effect and ±100 for the full control effect
#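 Antagonism was scored as loss of TSH-driven cAMP in TSHR cells, stimulated with 4nM TSH (EC80) for 2 hours at 37 deg C and detected by homogeneous HTRF competition immunoassay.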
# TCR activator: activators of T cell receptors; primary human leukocytes, anti-CD3, IL-2 HTRF, 48 h; Potency, µM (top dose mostly 9.22 µM), without a hit: top-dose activation of IL-2 secretion, most hits filed as activators; 330,000 tested, under 10 active; AID 504894; note: % of control where 0% means no effect
#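 1) Mix primary human leukocytes, a-CD3 beads and compound. 2) Incubate 48 hr. 3) Add HTRF IL-2 reagents (a-IL-2-K, a-IL-2-d2).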
# USP2a inh: USP2a (human) protease inhibition | USP2 core, Ub-CHOP2 coupled fluorogenic reporter, 485/531 | Potency, µM (highest dose often 38.3 µM), inactives show at the top dose activity change, negative = inhibition, hits mostly inhibitors | actives 0.01% (n = 330,000);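 note: potency is the fitted concentration of half-maximal effect; plate controls were DMSO wells for no effect and full inhibition by NEM control for full effect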
#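 Deubiquitinase activity read as fluorescence (485/531 nm) after Ub-CHOP2 cleavage activates the enterokinase reporter on its substrate; USP2 core 10nM, Ub-CHOP2 and substrate 25nM each, 30min compound preincubation then 60min RT; data normalized to NEM, curves fitted.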
# KCNH2 WT inh: inhibitors of human wildtype KCNH2 potassium channel; U2OS, BacMam KCNH2, thallium flux FluxOr; hits give low values; actives 0.37% (n = 340,000); Q12809; activity change, % at 1.84 µM;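 active = maximum activity change below -70%; inconclusive = maximum activity change between -70% and -50%; inactive = maximum activity change above -50%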; note: % is set by controls: 0 for no effect and ±100 for the full control effect
# Target sequence (Q12809 whole entry, looked up): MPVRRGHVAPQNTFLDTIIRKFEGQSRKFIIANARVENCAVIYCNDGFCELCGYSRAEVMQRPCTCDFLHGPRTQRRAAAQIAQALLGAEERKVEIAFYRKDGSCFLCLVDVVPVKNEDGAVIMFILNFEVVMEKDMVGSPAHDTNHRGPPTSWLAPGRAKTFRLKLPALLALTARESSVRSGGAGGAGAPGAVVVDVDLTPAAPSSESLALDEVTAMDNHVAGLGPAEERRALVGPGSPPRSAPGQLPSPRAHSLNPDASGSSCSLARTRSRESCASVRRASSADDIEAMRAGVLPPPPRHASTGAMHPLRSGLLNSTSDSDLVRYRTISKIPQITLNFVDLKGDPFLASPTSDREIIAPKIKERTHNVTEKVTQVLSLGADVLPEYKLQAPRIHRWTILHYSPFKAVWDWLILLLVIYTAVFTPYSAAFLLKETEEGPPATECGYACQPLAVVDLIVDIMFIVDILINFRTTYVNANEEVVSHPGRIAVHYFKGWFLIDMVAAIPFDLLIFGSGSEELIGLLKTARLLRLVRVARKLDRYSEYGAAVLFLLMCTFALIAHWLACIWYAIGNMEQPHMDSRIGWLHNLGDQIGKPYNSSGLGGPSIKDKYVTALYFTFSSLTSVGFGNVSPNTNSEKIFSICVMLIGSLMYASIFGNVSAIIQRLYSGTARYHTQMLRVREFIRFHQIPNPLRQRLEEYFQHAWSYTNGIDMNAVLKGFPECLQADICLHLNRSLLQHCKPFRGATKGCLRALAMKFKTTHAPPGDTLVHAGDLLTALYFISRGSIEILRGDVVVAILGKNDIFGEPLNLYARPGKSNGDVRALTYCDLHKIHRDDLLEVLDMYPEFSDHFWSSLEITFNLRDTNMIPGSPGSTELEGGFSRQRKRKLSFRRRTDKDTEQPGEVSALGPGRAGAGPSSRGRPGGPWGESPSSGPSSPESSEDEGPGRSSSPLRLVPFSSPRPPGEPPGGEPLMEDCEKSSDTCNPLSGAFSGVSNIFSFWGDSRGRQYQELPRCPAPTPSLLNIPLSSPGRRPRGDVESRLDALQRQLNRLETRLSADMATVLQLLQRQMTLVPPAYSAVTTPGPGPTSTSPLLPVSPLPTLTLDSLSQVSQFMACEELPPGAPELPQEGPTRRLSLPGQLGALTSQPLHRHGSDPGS
#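 U2OS cells were transduced with wild-type KCNH2 virus (2.03 x 10^8 / mL) for 4 h at room temperature, then cultured overnight at 37 C. Thallium flux was read with FluxOr dye. Rate constants were normalized to DMSO controls.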
# Eya2 phos inh: blocks the phosphatase activity of human Eya2. O00167. recombinant Eya2, OMFP fluorescence dephosphorylation (OMFP is methylfluorescein phosphate). Potency, µM (highest dose often 76.9 µM), for the others: at the highest dose activity, negative = inhibition, usual class: inhibitors. actives 0.006% (n = 330,000). AID 488837; note: potency is the fitted concentration of half-maximal effect; % is set by controls: 0 for no effect and ±100 for the full control effect
#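 Eya2 (0.2 uM) preincubated 10 min at ambient with compound, then OMFP substrate added at 50 uM; 10 min reaction in 50 mM HEPES pH 7.5, 50 mM NaCl, 5 uM MgCl2, 0.05% BSA, 1 mM DTT. Fluorescence read at Ex 485/Em 525 nm.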
# ELG1 repair inh: ELG1-dependent DNA repair inhibition. HEK293T ELG1-luciferase reporter, luminescence, 16 h; DNA damage induced by 5-fluorouridine. Potency, µM (titrated, usually from 46.1 µM), for inactives: at the top dose activity change, negative = inhibition, most hits filed as inhibitors. actives 2.3% (n = 330,000); note: potency is the fitted concentration of half-maximal effect; % is set by controls: 0 for no effect and ±100 for the full control effect; nearly all actives have a fitted effect of over 55% in size
#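 Step one: seed 2,000 cells per well. Step two: pin-transfer compound or DMSO alongside 5-fluorouridine. Step three: incubate 16 hr, 37 °C, 5% CO2. Step four: add ONE-Glo, wait 30 min, read luminescence.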
# KCNH2 3.1 block: KCNH2 3.1 (human) potassium channel inhibition; actives 0.95% (n = 340,000); U2OS KCNH2 3.1, thallium flux FluxOr; hits give low values; activity change, % (tested at about 1.8 µM);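 active = maximum activity change below -70%; inconclusive = maximum activity change from -70% to -50%; inactive = maximum activity change above -50%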;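 note: thallium influx rate constant from kinetic fluorescence after stimulation buffer; % is set by controls: 0 for no effect and ±100 for the full control effect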
#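 FluxOr-based Tl+ influx in U2OS cells transduced with KCNH2 3.1 virus; rate constants normalized to DMSO controls.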
# AT treatment: potential ataxia-telangiectasia treatments restoring KAP-1 phosphorylation. […] A-T fibroblasts, KAP-1 phosphorylation AlphaLISA; neocarzinostatin DNA damage 30 min before lysis. Potency, µM (series often up to 57.5 µM), for inactives: at the highest dose activation, most hits filed as activators. actives 0.19% (n = 320,000); note: potency is the fitted concentration of half-maximal effect; % of control where 0% means no effect; nearly all actives have a fitted effect of over 45% in size
#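 hTERT-immortalized A-T patient fibroblasts ([…]), 500 cells/well in OPTI-MEM, 1% FBS, got compounds for 60 min, then NCS for 30 min at 37C. Lysates were then assayed for phospho-KAP-1 by AlphaLISA (anti-pKAP1 donor, anti-KAP1 acceptor beads), 6 hr at 25C.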
# TRPV1 ag: activates the human vanilloid receptor TRPV1 | Q8NER1 | TRPV1-expressing cells, Fluo-8 calcium influx, agonist mode | activation, % at 8.33 µM | actives 0.19% (n = 320,000) | AID 540275; in the data active = activation above about 80%; inconclusive = between about 30% and that limit; note: 0% is about no effect
#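 Cells expressing TRPV1 were dye-loaded with Fluo-8 and read kinetically: 10 s baseline, 3 min after compound (agonist portion), then 2 min after EC20 capsaicin (allosteric enhancer portion). Calcium-bound dye fluorescence at 480/520 nm.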
# An asterisk follows results filed as active; u = inconclusive; x = no result given; [ ] = another dose, or the depositor's remark. Unless noted, calls come from the whole dose curve; as a rule, active = well fitted curve in the direction sought with a large enough effect; inconclusive = small, poorly fitted or top-dose-only effect, or another doubt; inactive = no such curve, though single readings can be large; an effect the other way counts as inactive or inconclusive. These rows are one share of the data. The share of hits here may be higher or lower than overall.
SMILES,Mito fusion act,TSHR antagonist,TCR activator,USP2a inh,KCNH2 WT inh,Eya2 phos inh,ELG1 repair inh,KCNH2 3.1 block,AT treatment,TRPV1 ag
O=C(NCCN1C(=O)C2C3C=CC(C3)C2C1=O)Nc1ccccn1 (stereo not drawn),-6.3%,11.0,-1.2%,0.3%,-5.6,14.4%,-1.7%,2.6,2.2%,-2.5
CC12CCC(=O)N1C(C(=O)Nc1nc3ccccc3s1)CS2 (stereo not drawn),-7.0%,59.8,-5.4%,1.6%,-1.6,-1.6%,u,-1.7,-2.8%,-0.5
COc1ccc(CCn2c(=N)c(C(=O)NC3CCCC3)cc3c(=O)n4ccccc4nc32)cc1OC,1.2%,-2.4,-1.4%,5.8%,-38.8,17.1%,u,-9.2,1.3%,9.9
COc1cc(C(C(=O)NCc2ccccc2)N(Cc2ccco2)C(=O)c2cnccn2)cc(OC)c1OC (stereo not drawn),-0.7%,13.0,7.7%,5.1%,-2.6,-0.9%,u,11.7,-1.8%,15.4
CC1(C)C(=O)Nc2ccccc2N1C(=O)COC(=O)c1cc(Cl)cc(Cl)c1,x,x,-1.7%,-7.3%,1.2,-18.0%,u,8.6,6.6%,x
Cn1c(SCC(=O)N2CCCc3ccccc32)nc2ccccc2c1=O,u,-29.6,-9.6%[46.1 µM],4.0%,11.7,0.6%,16.4µM*,-2.5,3.1%,5.3
CN(C)c1ccc(NC(=O)CN2CCC(O)(c3ccccc3)CC2)cc1,-1.7%,-6.2,-0.5%,-0.4%,-7.0,1.6%,-6.2%,2.9,-3.6%,-0.9
CC(C)C[C@@H](CC#N)N1CCN(CCc2ccccc2)CCC1=O,-0.9%,6.3,2.1%,-1.0%,-0.9,8.1%,-0.9%,-4.4,-11.3%,-3.5
O=C(N/N=C/c1c[nH]c2ccccc12)c1ccn(Cc2ccc(Cl)cc2)n1,-0.5%,6.0,-1.6%,4.3%,-5.5,-28.3%,-1.7%,-7.4,8.0%,6.9
Cn1c(SCc2ccc(C#N)cc2)nnc1-c1ccccc1,-0.4%,11.2,0.3%,0.9%,0.8,-7.6%,0.0%,12.4,1.9%,7.8
CC(NC(=O)c1ccc(Cl)c(S(=O)(=O)N2CCCCCC2)c1)c1cccnc1 (stereo not drawn),1.9%,-12.9,8.4%,2.6%,5.7,4.8%,u,-35.7,4.8%,24.7
COc1ccccc1CNC(=O)C(=O)NCCC1CCCCN1S(=O)(=O)c1cccs1 (stereo not drawn),11.1%,41.0,-23.4%,-4.0%,8.6,-2.3%,u,-2.0,24.6%,2.7
CC(=O)Cn1c(N2CCC(Cc3ccccc3)CC2)nc2c1c(=O)[nH]c(=O)n2C,2.2%,5.7,2.9%,-0.1%,6.5,-10.2%,u,-10.3,-4.4%,2.3
CCC(CC)N1CCN(CC2CC=CCC2)CC1 (stereo not drawn),-0.8%,-0.9,0.6%,1.5%,-1.0,7.5%,-3.5%,u,-3.8%,0.9
CSc1ccc(S(=O)(=O)NCCCn2ccnc2)cc1,-1.4%,34.3,3.3%,-0.8%,2.8,-2.7%,-0.8%,4.2,-5.3%,0.0
CC[C@@H]1C/C=C\Cc2ccccc2[C@H](C(=O)C[C@H](O)CC(C)=O)OC1=O,x,-8.7,-7.3%,0.6%,-24.4,2.2%,-3.8%,-10.4,13.8%,x
CC(C)C(NC(=O)c1ccc(C(C)(C)C)cc1)C(=O)N1CCCC1 (stereo not drawn),19.9%,0.4,-3.8%,1.5%,11.2,-11.4%,u,18.2,1.0%,7.7
O=C(C1=C(O)C(=O)N(CCN2CCOCC2)C1c1cccc(F)c1)c1cc2ccccc2o1 (stereo not drawn),2.7%,37.4,-5.5%,3.4%,-4.8,-3.2%,23.4%,25.1,-13.6%,-0.7
CCOC(=O)c1sc(NC(=O)CSc2nc3c(c(=O)n2-c2ccc(C)cc2)SCC3)c(C(=O)OCC)c1C,7.0%,4.0,2.9%,5.8%,-4.5,1.3%,25.7%,33.2,-13.0%,-3.4
Cc1ccc(N2C(=O)N(CC(=O)Nc3c(C)cc(C)cc3Cl)C(=O)C2C)cc1 (stereo not drawn),-6.4%,-9.4,-1.4%,0.6%,-6.7,1.6%,11.4%,-3.1,2.6%,-1.9
Cc1cc(C(=O)CSc2nnc(-c3cccnc3)n2-c2ccccc2)c(C)n1CC1CCCO1 (stereo not drawn),1.0%,2.4,x,3.0%,2.6,-5.5%,u,5.3,-3.4%,-0.3
O=C(O)C1CCC(CNS(=O)(=O)c2ccc(Cl)cc2)CC1 (stereo not drawn),-5.2%,5.3,-1.0%,-0.4%,1.9,5.2%,12.0%,3.8,8.7%,5.6
Cn1c(=O)c2c(nc(SCC(=O)NCc3ccc4c(c3)OCO4)n2Cc2ccccc2)n(C)c1=O,0.7%,2.7,-3.2%,-1.5%,-6.8,7.4%,-12.0%,-1.5,-0.7%,10.2
O=C(COC(=O)c1ccc(S(=O)(=O)N2CCCC2)cc1)Nc1cccc(Cl)c1,2.7%,5.2,-0.7%,0.4%,-4.3,-2.7%,0.3%,1.4,-1.2%,0.9
CN1CCC/C1=C1/C(=O)N(c2ccccc2)N=C1NC(=O)Nc1cccc(Cl)c1,11.1%,-12.4,3.3%,2.7%,x,0.7%,u,-37.6,3.2%,1.2

# No new results follow: an excerpt of the list.
SMILES,Mito fusion act,TSHR antagonist,TCR activator,USP2a inh,KCNH2 WT inh,Eya2 phos inh,ELG1 repair inh,KCNH2 3.1 block,AT treatment,TRPV1 ag
CN(C)c1ccc(NC(=O)CN2CCC(O)(c3ccccc3)CC2)cc1,-1.7%,-6.2,-0.5%,-0.4%,-7.0,1.6%,-6.2%,2.9,-3.6%,-0.9
CC(C)C[C@@H](CC#N)N1CCN(CCc2ccccc2)CCC1=O,-0.9%,6.3,2.1%,-1.0%,-0.9,8.1%,-0.9%,-4.4,-11.3%,-3.5
O=C(N/N=C/c1c[nH]c2ccccc12)c1ccn(Cc2ccc(Cl)cc2)n1,-0.5%,6.0,-1.6%,4.3%,-5.5,-28.3%,-1.7%,-7.4,8.0%,6.9

# Other results
SMILES,Mito fusion act,TSHR antagonist,TCR activator,USP2a inh,KCNH2 WT inh,Eya2 phos inh,ELG1 repair inh,KCNH2 3.1 block,AT treatment,TRPV1 ag
COc1ccccc1[C@@H]1C(c2ccccc2)=NN(c2ccc(Br)cc2)[C@H]1C(=O)N1CCOC1=O,x,6.5,-6.7%[46.1 µM],0.8%,-2.1,-6.9%,1.9%,-39.6,0.3%[11.5 µM],x
Nc1nonc1-n1nnc(C(=O)N/N=C/c2ccncc2)c1-c1ccccc1,4.7%,-9.8,-0.4%,-0.6%,-17.4,-0.9%,8.2%,-30.2,1.0%,7.5
COc1ccc(Cc2nnc(SCC(=O)N3CCN(c4ccccc4)CC3)o2)cc1,-4.5%,-2.4,x,-0.4%,0.4,14.4%,u,-16.1,3.8%,14.1
CSc1ccccc1NC(=O)C(=O)c1c[nH]c2ccccc12,4.3%,-19.7,-1.0%,2.8%,1.1,-8.8%,u,0.9,1.2%,2.4
O=C(O)Cc1ccc(N=Cc2c(O)ccc3ccccc23)cc1,-1.2%,7.1,0.8%[46.1 µM],-2.0%,20.7,-12.0%,3.8%,5.3,-14.1%,5.8
CC(C)OC(=O)Nc1ccc(-c2ccc(NC(=O)OC(C)C)cc2Cl)c(Cl)c1,-7.4%,4.2,6.1%,4.9%,6.1,-18.0%,12.3%,-14.0,-7.0%,1.9
COc1cc(CN2CCN(C(=O)c3cccc4ccccc34)CC2)cc(OC)c1OC,-1.5%,-5.8,x,0.2%,-2.9,-11.8%,u,6.4,3.1%,-4.9
Cc1ccc2c(Cl)cc(Cl)c(OCC(=O)NCCc3ccccn3)c2n1,-1.0%,5.3,-0.3%,-0.8%,12.3,15.8%,-13.5%,-5.1,-0.2%,u
CC1CCN(c2nc3ccc(C(=O)NCCCN4CCCCC4C)cc3s2)CC1 (stereo not drawn),-2.1%,-1.6,1.5%,0.1%,3.0,3.9%,u,-23.9,-4.8%,0.9
CN(C)CC#CCC(O)(c1ccccc1)C1CCCCC1 (stereo not drawn),-8.4%,2.7,-3.2%,2.7%,17.4,1.7%,-2.9%,-3.3,-4.4%,2.9
CCc1cccc(C)c1NC(=O)COC(=O)CC1CCCC1,4.2%,5.4,-3.2%,0.2%,1.7,-3.3%,-9.3%,9.5,-2.9%,16.4
Nc1c(C(=O)NCc2ccco2)nnn1Cc1ccccc1,5.3%,x,3.6%,x,-3.1,x,x,4.1,x,2.1
COc1ccc(OC(C)C(=O)N2CCN(c3ccccn3)CC2)cc1 (stereo not drawn),-4.2%,-4.5,0.0%,-2.0%,0.4,15.3%,15.8%,10.0,-6.5%,6.6
Cc1ccc(S(=O)(=O)NCc2ccccc2)s1,0.8%,8.3,6.4%,2.3%,-1.0,-9.8%,-5.9%,2.1,3.0%,2.2
